Mtb RmlCD inh: M. tuberculosis RmlC/RmlD coupled enzyme inhibitors, primary screen, biochemical, compound mixtures, 384-well, from 1536-well plates. inhibition, % at 3.6 µM. dTDP-4-dehydrorhamnose reductase (Mycobacterium tuberculosis (strain ATCC 25618 / H37Rv)) …. RmlC+RmlD coupled enzyme assay, percent inhibition; primary screen in compound mixtures. 160,000 compounds, 0.03% hits; in the data active = inhibition mostly above about 34%, no sharp cut-off; note: some results filed as inactive read as strong as hits
Target sequence (P9WH09 whole entry, looked up): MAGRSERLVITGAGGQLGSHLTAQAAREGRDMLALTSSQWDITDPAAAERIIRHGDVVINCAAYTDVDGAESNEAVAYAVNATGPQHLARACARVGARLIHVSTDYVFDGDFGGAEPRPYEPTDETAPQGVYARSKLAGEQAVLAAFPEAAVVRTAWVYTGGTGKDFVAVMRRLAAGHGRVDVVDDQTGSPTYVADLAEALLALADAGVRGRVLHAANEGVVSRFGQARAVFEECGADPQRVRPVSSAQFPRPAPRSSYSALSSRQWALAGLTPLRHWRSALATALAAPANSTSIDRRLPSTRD
Target sequence (P9WH11 whole entry, looked up): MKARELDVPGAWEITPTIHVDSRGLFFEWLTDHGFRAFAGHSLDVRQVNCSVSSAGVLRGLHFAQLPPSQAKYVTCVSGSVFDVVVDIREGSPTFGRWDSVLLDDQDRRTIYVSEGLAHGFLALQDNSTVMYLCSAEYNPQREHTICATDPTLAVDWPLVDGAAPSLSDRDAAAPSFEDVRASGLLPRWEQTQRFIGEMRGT
GlmU inhibition: inhibition of mycobacterial GlmU enzyme – biochemical, glucosamine-1-phosphate acetyltransferase (AID 1376); 220,000 compounds, 0.25% hits; Bifunctional protein GlmU (Mycobacterium tuberculosis (strain ATCC 25618 / H37Rv)); M. tuberculosis GlmU acetyltransferase enzyme assay; higher % means a stronger effect; inhibition, %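 (tested at 30 µM in the primary screen)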, or IC50 in µM where a hit was titrated; in the data active = inhibition above about 13%;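 note: 0% = complete reaction with vehicle and 100% = reaction without substrate; strong numbers were not always called active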
Starred values were filed as active, the others as inactive; . = not tested or not shown.

SMILES	Mtb RmlCD inh	GlmU inhibition
COc1ccc(-c2[nH]ncc2CN(Cc2nccn2C)C(C)C)cc1F	-8	.
O=C(COC(=O)COc1ccc(Cl)cc1Cl)Nc1cccnc1Cl	.	0.3%
CN(C)c1nnc(-c2ccc(Cl)cc2)o1	-2	3.7%
Cc1cc(NC(=O)CCC(=O)N(CC(=O)NC2CCCC2)Cc2ccccc2Cl)no1	.	-4.0%
Cc1cccc(C)c1NC(=O)CCCSc1nnc(N)s1	17	-1.8%
COc1ccc(Cn2cnc3c4cc(F)ccc4n(C)c3c2=O)cc1	8	-0.3%
O=C(NC(=S)NCc1ccco1)c1ccccc1	.	3.2%
CC(=O)N(C(C)=O)C1=C(C#N)C2(CCCCC2)Cc2ccccc21	.	-6.1%
O=C(Nc1cccc(C(F)(F)F)c1)c1cc(S(=O)(=O)N2CCCCC2)ccc1N1CCOCC1	.	-1.9%
CC1CN(c2nc3c(c(=O)n(Cc4ccc(Cl)cc4)c(=O)n3C)n2C)CC(C)O1 (stereo unspecified)	13	-1.0%
COC(=O)C1=C(C)Nc2nnnn2C1c1cc(OC)ccc1OC (stereo unspecified)	13	5.8%
C/C(=N\NC(=O)c1ccccc1)c1ccc(N2CCCCC2)cc1	.	-3.3%
COc1ccc(NC(=O)CN2CCN(c3ccccc3F)CC2)cc1	7	-0.5%
COc1ccc(CCNC(=O)NC(C(F)(F)F)C(F)(F)F)cc1OC	-2	-2.2%
CCCCNC(=O)C1CCCN1C(=O)Nc1cccc(OC)c1 (stereo unspecified)	28	3.5%
CCOc1ncccc1C(=O)OCC(=O)NC(=O)NC(C)C	-7	2.8%
CN(C)c1ccc2c(O)cc(=O)n(C)c2c1	0	4.0%
C/C(=N\Nc1ccc(S(N)(=O)=O)cc1[N+](=O)[O-])c1ccco1	.	0.8%
CCOC(=O)c1cnn(-c2nc3c(C)cccc3s2)c1C	4	-3.1%
O=C(NNC(=O)c1cnccc1C(F)(F)F)c1ccccc1	-4	.
O=C(Nc1ccc([N+](=O)[O-])cc1)C1C(c2ccccc2)=C1c1ccccc1	15	0.4%
COc1ccc(N2CCN(Cc3nc(-c4ccccc4)no3)CC2)cc1	-13	-4.7%
Cc1cccc(C(=O)NCC(c2ccco2)N(C)C)c1 (stereo unspecified)	-10	-1.1%
CCN(c1ccc(NC(=O)COC(=O)c2ccc(S(=O)(=O)N3CCCC3)cc2)cc1)C(C)C	-6	1.1%
O=c1[nH]c(N2CCN(c3ccccc3)CC2)nc2c1CCCC2	-7	-1.4%
Cc1cc(C(=O)NP(=O)(N2CCOCC2)N2CCOCC2)c(C)n1-c1ccc(N(C)C)cc1	7	-7.0%
CCN(CC)S(=O)(=O)c1ccc(Nc2cc(C)nc3ncnn23)cc1	.	0.6%
CCOc1ccc(NS(=O)(=O)c2ccc3ncsc3c2)cc1	.	-6.5%
CCn1c(SCC(=O)OC)nnc1-c1c[nH]c2ccccc12	12	-4.4%
Cc1ccc(C(=O)NCCCNCCCN(C)C)cn1	-15	-2.1%
O=C(Nc1ccc(F)cc1)C1CCCN(S(=O)(=O)c2cccc3cccnc23)C1 (stereo unspecified)	5	5.1%
O=[N+]([O-])C(/C=C(\Cl)[N+](=O)[O-])=C1N(Cc2ccc(Cl)nc2)CCN1Cc1ccc(Cl)nc1	.	9.1%
Cc1nc2ccc(NC(=O)C3CCN(S(=O)(=O)c4cccs4)CC3)cc2s1	11	-4.8%
CCn1c(COc2ccccc2C)nnc1SCC(=O)N1CCCCC1	0	6.7%
CCCCCC(=O)N1CCN(CCN=CC2=C(O)CC(c3ccc(OC)c(OC)c3)CC2=O)CC1 (stereo unspecified)	5	3.2%
O=C(NCc1ccccn1)C(=O)Nc1cccc2ccccc12	-10	-1.1%
O=C(COC(=O)c1cc2ccccc2oc1=O)c1cccc([N+](=O)[O-])c1	5	5.4%
O=C(C1=COCCO1)N1CCN(S(=O)(=O)c2cccc(Cl)c2Cl)CC1	.	2.2%
CN(C)c1ccc(C(=O)OCc2ccccc2)cc1	.	4.6%
Cc1ccc(NC(=O)CSc2nnc(-c3cnccn3)n2-c2ccccc2)cc1	.	3.0%
CC[C@@H]1CC=C[C@H]2[C@H]1C(=O)N(Cc1ccccc1)[C@H]2c1ccc2ccccc2c1	.	-2.1%
O=C(CCCN1C(=O)/C(=C/c2cccs2)SC1=S)NNC(=O)c1ccncc1	.	-2.6%
CS(=O)(=O)N1CCN(Cc2ccc(C(F)(F)F)cc2)CC1	.	-0.5%
C=CCSc1nc(C)c(CC(=O)OCCCC)c(=O)[nH]1	-3	-0.8%
CCOc1ccc(C(C)=O)cc1CSc1nnc(-c2cccs2)n1CC1CCCO1 (stereo unspecified)	-1	-0.4%
O=C(Cc1cccs1)NCc1ccc(F)cc1	0	-15%
O=C(COC(=O)c1cncc(Br)c1)NCC1CCCO1 (stereo unspecified)	.	4.3%
COc1cccc(C(=O)NCC2CCN(c3ccc(S(=O)(=O)N4CCOCC4)cc3)CC2)c1	31	4.9%
Cc1cc(C(=O)OCCN2C(=O)c3ccccc3C2=O)c2ccccc2n1	7	-7.5%
O=C(NCCc1c[nH]c2ccccc12)c1cnc2n(c1=O)CCS2	5	6.0%
(continued)
SMILES	Mtb RmlCD inh	GlmU inhibition
Cc1cc(C(=O)N2CCN(c3ccccn3)CC2)no1	-8	-4.2%
O=C(O)Cn1c(SCCOc2ccccc2F)nc2ccccc21	19	-0.6%
CCOc1ccc(NS(=O)(=O)c2ccc3c(c2)CCN3C(=O)C2CCC2)cc1	2	3.4%
CC(=O)c1ccc(NC(=S)N2CCN(c3cccc(Cl)c3)CC2)cc1	.	-6.7%
O=C(NCc1ccc2c(c1)OCO2)C1CCC(CNS(=O)(=O)c2ccc(Cl)cc2)CC1 (stereo unspecified)	.	6.5%
CCOC(=O)C1CCCN(C(=O)COc2ccc(N(C)S(=O)(=O)c3ccc(C)cc3)cc2)C1 (stereo unspecified)	12	-1.0%
CCOC(=O)CN1C(=O)C(=O)c2cc(C)ccc21	7	-1.1%
O=C(Nc1ccc(N2CCCC2)cc1)c1ccc2ccccc2c1	7	-11%
CCOC(=O)c1cnc2ccccc2c1NCCO	12	-1.9%
Cc1ccc(-c2nc(CS(=O)(=O)CC(=O)N3CCc4ccccc4C3)c(C)o2)cc1	7	8.2%

Reformatted bar-delimited: entries from further up
Molecule | Mtb RmlCD inh | GlmU inhibition
O=C(CCCN1C(=O)/C(=C/c2cccs2)SC1=S)NNC(=O)c1ccncc1 | . | -2.6%
Cc1cccc(C)c1NC(=O)CCCSc1nnc(N)s1 | 17 | -1.8%

(list continues)
SMILES	Mtb RmlCD inh	GlmU inhibition
COc1ccc(OC)c(C2c3c(oc4ccccc4c3=O)C(=O)N2CCCN(C)C)c1 (stereo unspecified)	-7	2.9%
O=C(N/C(=C/c1cccnc1)C(=O)N1CCOCC1)c1ccccc1Cl	-7	-5.6%
COc1cnc(-c2ccccn2)nc1Sc1ccc(C)cc1	4	-2.3%
CCn1c(SCC(=O)c2ccc(Br)cc2)nnc1C(C)NC(=O)Cc1ccc(OC)cc1 (stereo unspecified)	20	-0.6%
N#Cc1sc2nc(-c3cccs3)cc(-c3ccc(F)cc3)c2c1N	-15	10%
Cc1cc(C(=O)N/N=C/C(Cl)=C/c2ccccc2)c(C)o1	-2	1.1%
COC(=O)CCC(=O)N1CCc2cc(S(=O)(=O)N3CCN(c4ccccc4Cl)CC3)ccc21	5	4.7%
O=C(CSc1nnc2sc3ccccc3n12)NCc1ccc2c(c1)OCO2	.	-3.4%
COc1ccc(Nc2nccc(N(C)C)c2C#N)cc1	0	-0.4%
COc1ccc(CN(C)C2CCCCC2)c(C)c1C	94	-2.3%
O=c1cc(-c2ccc(O)cc2)oc2c(O)c(O)c(O)c(O)c12	.	8.2%
O=C(N/N=C/c1coc2ccccc2c1=O)c1cc(O)cc(O)c1	11	1.4%
CCOC(=O)CC1(c2ccc(OC)c(OC)c2)C(=O)c2ccccc2C1=O	-15	4.4%
CC(=O)Nc1ccccc1C(=O)OCC(=O)c1ccccc1Cl	-10	-3.8%
CC(C)(C)c1ccc(CN2C(=O)CSC2=O)cc1	4	-3.1%
COC(=O)C1(S(=O)(=O)c2cccc3nsnc23)CC1	-6	-2.8%
CNC(=S)N/N=C1\C(=O)c2cccc3cccc1c23	.	0.4%
COc1ccc(C(O)CNC(C)C)c(F)c1OC (stereo unspecified)	.	-0.3%
c1ccc(C2=NN(c3ccccc3)C(c3ccco3)C2)cc1 (stereo unspecified)	10	-8.2%
COc1ccc(CCC2(C)NC(=O)NC2=O)cc1 (stereo unspecified)	3	3.4%
Cc1ccc2c(c1)-c1c(ssc1=S)C(C)(C)N2C(=O)CSC1=NCCS1	5	-0.2%
CCCNc1cc(C)oc(=O)c1C(=O)CCC	13	-4.4%
CC(C)CNc1nnnc2c1sc1nc(N3CCOCC3)c3c(c12)CCCC3	11	2.6%
Cc1ccc(-c2ccc(C(=O)Nc3cccc(F)c3)o2)c2ccccc12	.	-0.1%
CCCCCC(=O)N1CCN(c2ccc(C(C)=O)cc2F)CC1	-4	3.9%
Cc1ccccc1NC1=CC(=O)CC(C)(C)C1	.	1.9%
O=S(=O)(Nc1ccc(N=Nc2ccc(O)c3ccccc23)cc1)c1ccccc1	-11	1.4%
CCOC(=O)c1ccc(S(=O)(=O)N2CCN(C(=O)CSc3nc4ccccc4o3)CC2)cc1	11	1.0%
COCCNc1oc(-c2ccc(Cl)cc2)nc1C#N	3	.
FC(F)(F)c1cccc(Nc2ncnc3ccccc23)c1	.	0.9%
CCC1(CC)NC(=O)N(CC(=O)OCn2nnc3ccccc3c2=O)C1=O	9	-0.6%
CCOC(=O)C1CCN(/C=C2/C(=O)NC(=S)N(c3ccccc3F)C2=O)CC1	6	-1.1%
COc1cc(/C=C/C(=O)O)ccc1S(=O)(=O)N1CCCc2ccccc21	1	-0.4%
COc1cc(/C=N/c2oc(-c3ccccc3)cc2C#N)ccc1O	.	-7.4%
CCN(CC)c1nc(OCCNC(=O)Nc2ccccc2)nc(N(CC)CC)n1	-7	3.7%
COc1ccc(Cl)cc1Nc1nc(-c2sc(NC(=O)c3ccccc3)nc2C)cs1	.	1.3%
O=C(O)CCn1c(CO)nc2ccccc21	-6	5.1%
COc1ccc(C(=O)NC(=S)N2CCN(C)CC2)cc1Br	37	-1.0%
Cc1ccc(C)c(NC(=O)COC(=O)CCCN=C2NS(=O)(=O)c3ccccc32)c1	2	1.1%
Cc1onc(-c2ccccc2)c1-c1ccc(S(N)(=O)=O)cc1	-5	6.1%
NC(=S)N/N=C\c1ccc(-c2cccc(Cl)c2Cl)o1	.	8.3%
CN(Cc1cn(C)nc1-c1cccc(Cl)c1)Cc1nccn1C	.	-4.8%
COc1ccc(CC(=O)OCC(=O)c2ccc(OC)cc2)cc1	6	-3.2%
COc1cc(NS(=O)(=O)c2ccc(NC(=O)CN3C(=O)c4ccccc4C3=O)cc2)nc(OC)n1	-13	2.4%
COc1ccc(-n2nc3c(N)n[nH]c3cc2=O)cc1	4	3.4%
COc1ccc(CC(=O)NC2CCCc3ccccc32)cc1 (stereo unspecified)	15	-3.4%
CCOC(=O)N1CCN(C(=O)CCN2C(=O)COc3ccccc32)CC1	.	0.1%
S=c1nn[nH]n1C12CC3CC(CC(C3)C1)C2	.	-0.3%
N#Cc1nc(-c2ccco2)oc1NCCCn1ccnc1	16	7.2%
O=C1N/C(=N/O)S/C1=C\c1ccccc1-n1cccn1	2	-0.3%
New compounds follow
SMILES	Mtb RmlCD inh	GlmU inhibition
O=C(Nc1nnc(SCc2c(Cl)cccc2Cl)s1)C1CC(=O)N(c2ccc3c(c2)OCCO3)C1 (stereo unspecified)	-2	4.5%
CCN(CC)CCCN=Cc1c(O)n(-c2c(C)cccc2C)c(=O)c2ccccc12	.	0.3%
O=C(/C=C/c1ccc(-c2ccccc2[N+](=O)[O-])o1)c1ccc(Br)cc1	-62	2.6%
Cc1c(CCOC(=O)C23CC4CC(CC(C)(C4)C2)C3)sc[n+]1Cc1ccccc1	.	-0.1%

Of the compounds above, these have fluorine:
SMILES	Mtb RmlCD inh	GlmU inhibition
COc1ccc(-c2[nH]ncc2CN(Cc2nccn2C)C(C)C)cc1F	-8	.
COc1ccc(Cn2cnc3c4cc(F)ccc4n(C)c3c2=O)cc1	8	-0.3%
O=C(Nc1cccc(C(F)(F)F)c1)c1cc(S(=O)(=O)N2CCCCC2)ccc1N1CCOCC1	.	-1.9%
COc1ccc(NC(=O)CN2CCN(c3ccccc3F)CC2)cc1	7	-0.5%
COc1ccc(CCNC(=O)NC(C(F)(F)F)C(F)(F)F)cc1OC	-2	-2.2%
O=C(NNC(=O)c1cnccc1C(F)(F)F)c1ccccc1	-4	.
O=C(Nc1ccc(F)cc1)C1CCCN(S(=O)(=O)c2cccc3cccnc23)C1 (stereo unspecified)	5	5.1%
CS(=O)(=O)N1CCN(Cc2ccc(C(F)(F)F)cc2)CC1	.	-0.5%
O=C(Cc1cccs1)NCc1ccc(F)cc1	0	-15%
O=C(O)Cn1c(SCCOc2ccccc2F)nc2ccccc21	19	-0.6%
N#Cc1sc2nc(-c3cccs3)cc(-c3ccc(F)cc3)c2c1N	-15	10%
COc1ccc(C(O)CNC(C)C)c(F)c1OC (stereo unspecified)	.	-0.3%
Cc1ccc(-c2ccc(C(=O)Nc3cccc(F)c3)o2)c2ccccc12	.	-0.1%
CCCCCC(=O)N1CCN(c2ccc(C(C)=O)cc2F)CC1	-4	3.9%
FC(F)(F)c1cccc(Nc2ncnc3ccccc23)c1	.	0.9%
CCOC(=O)C1CCN(/C=C2/C(=O)NC(=S)N(c3ccccc3F)C2=O)CC1	6	-1.1%

Source: PubChem BioAssay

This is a subset; rates above refer to the full screens.
